# Assay outcomes: PubChem BioAssay, several laboratories
# NRP1-CendR mod: modulators of CendR peptide binding to NRP-1, primary screen, biochemical, fluorescence polarization, uHTS. Neuropilin-1 (Homo sapiens), O14786. FAM-RPARPAR peptide binding to NRP-1. inhibition, % at 25 µM. actives 0.85% (n = 360,000);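 active = inhibition or corrected inhibition above about 18%, plus a signal ratio from 0.5 to 1.5, limit read from the data, passing the limit was not always enough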; also: strong numbers were not always called active
# Scp1 inh: Scp-1 phosphatase inhibitors, primary screen, biochemical, colorimetric, uHTS. actives 0.88% (n = 340,000). Carboxy-terminal domain RNA polymerase II polypeptide A small phosphatase 1 (Homo …. Recombinant Scp1, phosphopeptide, malachite green phosphate absorbance. inhibition, % at 20 µM. AID 493091, 2011;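 active = inhibition above about 50% at 20 µM, limit read from the data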;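 also: plate controls were DMSO wells with enzyme for no effect and wells lacking enzyme for full effect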
#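 Times: enzyme reaction 45 min at room temperature, colour 5 min, stabilisation 30 min. Material: SCP-1 catalytic fragment, aa 76-261. Medium: Acidic Tris acetate buffer with magnesium and detergent. Signal: colorimetric free-phosphate detection, absorbance 630 nm. Read-out basis: % inhibition of SCP-1 phosphate liberation. Reagent: Phosphorylated 17-residue peptide substrate.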
# E coli Lon inh: inhibitors of E. coli Lon protease, primary screen, biochemical, fluorescence polarization. P0A9M0. purified E. coli Lon protease. inhibition, % at 7.94 µM. actives 0.42% (n = 360,000); in the data active = inhibition above about 13%, passing the limit was not always enough;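 also: 0% = enzyme with probe and DMSO and 100% = no enzyme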
# TbMetRS inhib: T. brucei MetRS inhibitors, primary screen, biochemical, luminescence. methionyl-tRNA synthetase (Trypanosoma brucei brucei). purified T. brucei MetRS, ATP depletion, Kinase-Glo luminescence. inhibition, % at 11.9 µM. actives 0.4% (n = 360,000);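 active = inhibition above a per-plate cutoff of the control wells' mean inhibition plus 3 SD, cut at about 5.5% in these data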;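 also: 0% = DMSO wells median and 100% = median of wells with control inhibitor compound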
#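 Dosing: 11.9 µM compound single dose, 0.9% DMSO; Assay system: purified T. brucei MetRS enzyme; Measured by: Kinase-Glo luciferase luminescence reporting remaining unconsumed ATP; Schedule: 15 min plus 2 h at 25 °C.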
# DNMT1 inh: human DNMT1 methyltransferase inhibitors, primary screen, biochemical, molecular beacon, fluorescence, HinP1I cleavage, uHTS; DNA (cytosine-5)-methyltransferase 1 (Homo sapiens), P26358; inhibition (reported as % activation of signal), % at 10 µM; actives 0.83% (n = 360,000); AID 588458, 2011; in the data active = inhibition above about 50%
# Target sequence (P26358 504-1616 limits assumed): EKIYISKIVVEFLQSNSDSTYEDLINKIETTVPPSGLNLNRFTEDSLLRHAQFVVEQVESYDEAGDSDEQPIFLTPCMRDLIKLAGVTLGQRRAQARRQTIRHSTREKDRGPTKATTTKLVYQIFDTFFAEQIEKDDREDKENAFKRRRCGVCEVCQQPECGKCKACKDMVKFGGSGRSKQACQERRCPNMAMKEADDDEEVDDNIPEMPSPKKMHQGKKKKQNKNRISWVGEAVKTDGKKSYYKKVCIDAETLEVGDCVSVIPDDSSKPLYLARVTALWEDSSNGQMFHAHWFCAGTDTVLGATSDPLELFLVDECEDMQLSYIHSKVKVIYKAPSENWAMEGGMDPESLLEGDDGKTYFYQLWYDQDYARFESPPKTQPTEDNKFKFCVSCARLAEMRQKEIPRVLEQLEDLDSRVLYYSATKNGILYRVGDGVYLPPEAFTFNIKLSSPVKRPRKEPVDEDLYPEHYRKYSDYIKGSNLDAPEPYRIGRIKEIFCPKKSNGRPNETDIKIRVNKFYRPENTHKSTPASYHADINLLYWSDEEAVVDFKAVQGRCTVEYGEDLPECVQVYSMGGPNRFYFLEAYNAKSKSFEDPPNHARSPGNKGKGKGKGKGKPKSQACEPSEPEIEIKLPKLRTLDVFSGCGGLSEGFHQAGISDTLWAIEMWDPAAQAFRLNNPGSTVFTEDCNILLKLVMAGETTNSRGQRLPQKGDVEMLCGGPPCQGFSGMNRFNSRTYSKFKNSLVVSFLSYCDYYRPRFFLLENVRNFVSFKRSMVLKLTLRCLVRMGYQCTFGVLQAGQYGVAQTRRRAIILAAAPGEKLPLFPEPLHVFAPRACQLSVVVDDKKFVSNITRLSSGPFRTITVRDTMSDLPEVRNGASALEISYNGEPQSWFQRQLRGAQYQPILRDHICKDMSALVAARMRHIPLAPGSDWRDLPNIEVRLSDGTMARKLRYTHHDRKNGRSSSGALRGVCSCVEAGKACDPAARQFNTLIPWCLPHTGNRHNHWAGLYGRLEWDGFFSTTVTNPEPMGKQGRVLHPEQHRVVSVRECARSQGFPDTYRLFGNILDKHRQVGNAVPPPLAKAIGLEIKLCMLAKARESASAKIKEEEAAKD
# SUMO1-SIM PPI: modulators of SUMO1 protein-protein interactions, primary screen, biochemical, uHTS; inhibition, % at 20 µM; AID 602429, 2012; actives 0.33% (n = 360,000); SUMO1 binding to a labelled peptide, TR-FRET, 1 h; Small ubiquitin-related modifier 1 (Homo sapiens), P63165; in the data active = inhibition above about 37%
# STEP inh: STEP phosphatase inhibitors, primary screen, biochemical, fluorescence intensity, uHTS. recombinant STEP, OMFP fluorogenic substrate. inhibition, % at 20 µM. actives 0.25% (n = 360,000). AID 588621, 2011;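 active = inhibition at 20 µM, scaled per plate between control wells, above about 37%, limit read from the data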;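 also: 0% = DMSO with enzyme and substrate and 100% = substrate only without enzyme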
#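 System: STEP phosphatase, cell-free reaction; Buffer or medium: Bis-Tris pH 6.0 buffer with DTT, detergent; Incubation: 20 min at room temperature, dark; Measured by: fluorescence, 480/540 nm.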
# LMPTP block: LMPTP phosphatase inhibitors, primary screen, biochemical, fluorescence intensity, uHTS | Low molecular weight phosphotyrosine protein phosphatase (Homo sapiens), P24666 | recombinant LMPTP-A, OMFP fluorogenic substrate | inhibition, % at 20 µM | actives 0.22% (n = 360,000);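 active = compounds that cut the enzyme signal by at least half of the control window in the single-dose screen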;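 also: plate controls were DMSO wells with enzyme plus substrate for no effect and substrate without enzyme for full effect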
#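 material = LMPTP-A | quantity = 0.625 nM enzyme | reagent = OMFP substrate, 400 µM final | buffer or medium = Bis-Tris pH 6.0, DTT, detergent | detection = endpoint fluorescence intensity from OMFP dephosphorylation | dosing = single 20 µM dose | read-out basis = % inhibition relative to no-enzyme and uninhibited control wells | control set = no-enzyme and uninhibited controls | timing = 50 min at room temperature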
# MsrA inhibitor: bovine MsrA enzyme inhibitors, primary screen, biochemical, absorbance, HTS; Methionine sulfoxide reductase A (Bos taurus); purified bovine MsrA, absorbance read-out; inhibition, % at 15.5 µM; actives 0.75% (n = 360,000); AID 651718, 2012; in the data active = inhibition above about 4.5%;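 also: 0% = vehicle wells with enzyme and 100% = reference inhibitor wells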
# bovine MsrA act: bovine MsrA enzyme activators, primary screen, biochemical, absorbance, HTS; activation, % at 10.6 µM; actives 0.3% (n = 360,000); purified bovine MsrA, absorbance read-out; in the data active = activation above about 7.5%;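 also: 0% = vehicle and 100% = reference activator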
# The depositor's hits bear a star; . = not tested or not shown.
SMILES,NRP1-CendR mod,Scp1 inh,E coli Lon inh,TbMetRS inhib,DNMT1 inh,SUMO1-SIM PPI,STEP inh,LMPTP block,MsrA inhibitor,bovine MsrA act
Cc1cc(C)cc(NC(=O)NCc2nnc(SCc3ccccc3)n2C)c1,-10.3,1.6,9.5,-0.3,0.4,2.5,2.5,0.3,-0.4,-0.5
N#CC1=C(N)SC(N)=C(C#N)C1c1ccc([N+](=O)[O-])cc1,-65.4,-4.2,-106.7,0.1,1.3,-12.0,-0.2,7.1,0.7,-2.4
CC1CCC(NC(=O)c2ccc(-n3cncn3)c([N+](=O)[O-])c2)CC1 (centres undefined),-9.8,-5.7,-8.8,12.1*,5.8,-26.1,-2.0,-0.9,-0.7,1.2
CCOC(=O)[C@@H]1[C@H]2COc3ccccc3[C@@H]2N2C(=O)N(c3ccc(C(F)(F)F)cc3)C(=O)[C@@]12C,-3.8,-11.3,-8.4,-0.2,4.6,-0.2,3.3,0.5,1.8,-1.3
CC1(C)SC2C(C(=O)O)N=C(Cc3ccccc3)N2C1C(=O)O (centres undefined),-58.8,6.0,3.0,0.0,0.8,2.2,0.9,-0.1,-0.9,-2.5
CNC(=S)Nc1ccc(C)c(NC(=S)NC)c1,-3.7,-5.2,-12.5,0.2,-19.9,5.1,12.6,-0.7,0.0,-3.6
CCCNS(=O)(=O)c1cccc(C(=O)OCc2cc(=O)oc3cc(OC)ccc23)c1,-0.3,6.5,0.6,-0.8,-1.8,-56.2,4.6,4.2,3.0,-2.8
COc1ccc(COc2cc(-c3cccc(OC)c3)nc3ccc(NC(=O)c4ccc(OC)cc4)cc23)cc1,4.8,21.5,11.9,-0.4,-9.1,3.3,3.0,6.7,2.7,-0.7
O=C(CCN1C(=O)/C(=C/c2ccccc2)SC1=S)Nc1ccccn1,3.6,-0.3,-5.9,-0.2,2.0,-5.4,0.6,1.0,0.7,-1.1
COc1ccc(S(=O)(=O)N2CCCCC2c2cc(C(=O)Nc3ccccc3Cl)no2)cc1 (centres undefined),-5.5,.,5.8,-0.3,-2.3,5.6,0.6,2.5,1.5,-1.9
COc1ccc(OCC(=O)OCC(=O)Nc2ccc(S(=O)(=O)N3CCCCC3)cc2)cc1,3.9,0.8,-1.6,-0.4,-7.5,0.6,-0.5,1.1,-0.3,1.3
CC1CC(C)CN(C(=O)Cn2c(SCC(=O)N3CCc4ccccc4C3)nc3ccccc32)C1 (centres undefined),8.7,1.1,1.6,-1.1,-7.2,0.1,0.0,1.5,-0.1,-2.9
COc1ccc(-c2nnc(Nc3ccc(S(=O)(=O)Nc4nccs4)cc3)c3ccccc23)cc1,-17.0,1.2,-2.8,0.7,-4.8,43.8*,0.2,-0.4,2.0,0.0
COc1ccc2c(c1)C(C)=CC(C)(C)N2C(=O)CN1C(=O)CCC1=O,-3.7,-13.9,-4.3,-0.3,-0.8,-1.3,1.1,-1.4,1.5,-3.7
Cc1cc(CSc2ccccc2)ccc1NC(=O)COc1ccccc1,10.6,-13.9,-2.6,0.1,-0.1,0.8,-7.5,1.9,2.3,-5.1
COc1ccc(N2CCN(C3CCN(S(=O)(=O)c4ccc(F)cc4)CC3)CC2)cc1,-9.1,-8.5,-2.3,-0.4,-2.9,-2.7,-5.7,-0.7,-0.3,9.5*
Cc1ccc(OCC(=O)NNC(=O)C2CCN(c3nccc(C)n3)CC2)cc1,6.0,-6.6,-15.0,-1.0,6.3,-2.3,-2.1,-0.2,-1.6,-9.3
CCOC(=O)[C@H]1[C@H]2COc3cc(OC)ccc3[C@@H]2N2C(=O)c3cc(OC)c(OC)cc3NC(=O)[C@@]12C,-5.6,-5.9,6.2,-0.2,-6.2,-0.1,-1.0,0.3,-0.1,-0.5
CCOC(=O)C(NC(C)=O)C(=O)Nc1ccc(C)cc1C (centres undefined),-2.4,0.8,-1.6,-1.1,2.3,-4.4,-0.6,-0.9,0.0,-10.2
CCN(CC)CCN(C(=O)c1ccc(S(=O)(=O)N(CC)c2ccccc2)cc1)c1nc2c(OC)ccc(OC)c2s1,15.5,-0.1,-1.5,0.5,-2.4,3.7,1.8,-1.1,-0.8,-0.8
C/C(=N\Nc1ccc([N+](=O)[O-])cc1)c1ccc(-n2nncc2C)cc1,-66.2,2.4,-98.3,0.0,-16.9,-21.6,-0.7,2.1,1.7,-2.8
COc1ccc(Cl)cc1C(=O)O/N=C(\N)c1ccccn1,0.9,-6.5,-6.0,-0.4,-6.1,2.8,-1.0,-1.5,1.1,-2.9
CCC(C)(C)NC(=O)CN(CCc1cccc(C)c1)C(=O)c1csnn1,14.8,-1.9,-3.1,-0.3,-0.8,0.6,4.5,-0.2,1.5,-1.4
COc1cc2c(cc1OC)NC(=O)C2,-2.8,-12.4,-12.4,-0.5,0.5,-4.2,-1.9,-1.0,0.4,-2.7
CC(=O)/C(N=Nc1nc2c([nH]1)c(=O)n(C)c(=O)n2C)=C(\C)O,8.5,6.5,7.6,-0.2,0.6,-5.9,-0.9,1.1,1.2,-3.8

# Rewritten with two lines to a compound: part of the list above
# Values run as follows: NRP1-CendR mod, Scp1 inh, E coli Lon inh, TbMetRS inhib, DNMT1 inh, SUMO1-SIM PPI, STEP inh, LMPTP block, MsrA inhibitor, bovine MsrA act
CC1(C)SC2C(C(=O)O)N=C(Cc3ccccc3)N2C1C(=O)O (centres undefined)
  -58.8, 6.0, 3.0, 0.0, 0.8, 2.2, 0.9, -0.1, -0.9, -2.5
CNC(=S)Nc1ccc(C)c(NC(=S)NC)c1
  -3.7, -5.2, -12.5, 0.2, -19.9, 5.1, 12.6, -0.7, 0.0, -3.6
CCCNS(=O)(=O)c1cccc(C(=O)OCc2cc(=O)oc3cc(OC)ccc23)c1
  -0.3, 6.5, 0.6, -0.8, -1.8, -56.2, 4.6, 4.2, 3.0, -2.8
COc1ccc(COc2cc(-c3cccc(OC)c3)nc3ccc(NC(=O)c4ccc(OC)cc4)cc23)cc1
  4.8, 21.5, 11.9, -0.4, -9.1, 3.3, 3.0, 6.7, 2.7, -0.7
O=C(CCN1C(=O)/C(=C/c2ccccc2)SC1=S)Nc1ccccn1
  3.6, -0.3, -5.9, -0.2, 2.0, -5.4, 0.6, 1.0, 0.7, -1.1

# Other results follow.
SMILES,NRP1-CendR mod,Scp1 inh,E coli Lon inh,TbMetRS inhib,DNMT1 inh,SUMO1-SIM PPI,STEP inh,LMPTP block,MsrA inhibitor,bovine MsrA act
CCC(C)N1CCCCC1C(=O)Nc1c(C)cc(C)cc1C (centres undefined),1.7,-6.8,5.0,-0.1,4.6,-2.2,1.5,-1.1,-1.0,-2.0
Cc1cc(NC(=O)c2cc3ccccc3oc2=O)no1,2.9,0.2,-5.5,0.4,7.2,-31.6,0.9,1.7,-1.2,-1.6
c1ccc(-c2noc(CSc3nnc(Cc4cccs4)n3-c3ccccc3)n2)cc1,-6.4,2.6,-2.6,-0.8,-4.1,-3.0,1.6,5.0,-0.4,-13.4
CC(C)c1ccc(NC(=O)C2(C)Cc3c(-c4ccc(N(C)C)cc4)ccnc3O2)cc1 (centres undefined),8.4,.,1.2,-0.3,-12.1,3.6,1.7,5.3,1.5,2.8
C/C(CC(=O)Nc1ccc(Cl)cc1C(F)(F)F)=N\NC(=O)c1ccccn1,7.3,-1.4,-15.2,-0.6,0.2,-2.4,-3.8,-0.6,0.5,-3.6
CC(=O)Nc1ccc(NC(=O)Cn2c(=O)n(-c3ccccc3)c(=O)c3oc4ccccc4c32)cc1,-0.5,-2.5,0.5,-0.1,-1.3,-2.1,2.2,1.4,0.6,-3.5
CCCCNC(=O)C1C2C=CC3(CN(Cc4ccc(C)cc4)C(=O)C13)O2 (centres undefined),-4.8,-1.7,-3.8,-1.1,1.8,-3.7,-0.1,-0.1,-1.1,-11.4
Cc1ccc(C2=NN(S(=O)(=O)c3ccccc3)C(c3ccccc3O)C2)cc1 (centres undefined),-217.1,-12.3,-5.6,-0.1,-2.6,-3.2,-3.1,3.9,-1.2,-2.6
CCOc1ccc(CC(=O)Nc2ccc(S(=O)(=O)Nc3cc(C)on3)cc2)cc1OCC,-10.1,31.4,3.3,0.0,-0.7,14.2,-0.3,-0.4,-0.7,-2.6
COc1cccc(-c2csc(N3CCN(C(=O)Nc4ccccc4OC)CC3)n2)c1,-3.1,-6.5,3.8,-0.2,-12.7,-1.0,3.5,2.6,0.2,-1.1
COc1ccccc1C(=O)N1CCN(C(=O)[C@H]2O[C@@H](n3cnc4c(N)ncnc43)[C@H](O)[C@@H]2O)CC1,1.0,.,-3.4,0.4,0.9,-1.9,2.5,-1.6,0.2,-2.4
O=C(NCCN1C(=O)S/C(=C\c2ccc(OC(F)F)cc2)C1=O)c1cnccn1,1.2,-9.1,1.6,-0.5,0.5,-19.8,-0.2,-1.2,5.1*,-7.0
Cc1ccc(-n2c(C)cc(/C([O-])=C(/C(=S)Nc3ccc(F)c(Cl)c3)[n+]3ccccc3)c2C)cc1,-16.0,1.9,3.1,-0.5,-8.2,-4.7,2.0,-1.3,0.3,-0.9
CC1(C)CC(=O)C=C(c2n[nH]nc2C2=CCCCC2)C1,3.7,.,-0.3,-0.5,3.9,3.3,-2.6,-0.5,0.5,-3.1
Cc1cccc(C(C(C(=O)c2ccccc2)N2CCOCC2)N2CCOCC2)c1 (centres undefined),1.7,-15.3,-2.2,-0.2,-0.2,0.3,3.1,-0.3,0.3,-2.8
